UBC13 polyUb: UBC13 polyubiquitin chain formation inhibitors, primary screen, biochemical, TR-FRET, uHTS. inhibition, % at 20 µM. Ubiquitin-conjugating enzyme E2 N (Homo sapiens), P61088. 0.47% of 330,000 active; in the data active = inhibition above about 45%, passing the limit was not always enough; inconclusive = no clear call, values can overlap the other calls
CCR6 antag: CCR6 receptor antagonists, primary screen, cell-based, CHO-K1, luminescence, beta-arrestin, uHTS; C-C chemokine receptor type 6 (Homo sapiens), P51684; CHO-K1 CCR6 PathHunter beta-arrestin, CCL20-stimulated; inhibition, % at 20 µM; 0.49% of 340,000 active;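 active = compounds whose inhibition of the agonist-driven luminescence signal at 20 µM reaches about 50%, limit read from the data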;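 also: cells stimulated with CCL20 at 14 nM final; plate controls were DMSO with CCL20 for no effect and DMSO without agonist for full effect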
Gli-Sufu block: Gli-Sufu pathway antagonists, primary screen, luciferase luminescence, Sufu-KO-LIGHT cells, uHTS; Sufu-KO-LIGHT fibroblasts, Gli luciferase reporter luminescence; 0.74% of 340,000 active; inhibition, % at 5 µM;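 active = inhibition above about 55%, limit read from the data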;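 also: 0% = DMSO-treated cells and 100% = wells with medium but no cells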
SENP8 block: SENP8 protease inhibitors, primary screen, biochemical, luminescence; inhibition, % at 10 µM; 1.2% of 330,000 active; purified SENP8, Z-RLRGG-aminoluciferin cleavage
EBI2 antag: EBI2 receptor antagonists, beta-arrestin recruitment, primary screen, cell-based, luminescence, 7a,25-OHC stimulation, uHTS | G-protein coupled receptor 183 (Homo sapiens), P32249 | 0.81% of 360,000 active | AID 651636, 2012 | 7a,25-OHC stimulated | inhibition, % at 5 µM; in the data active = inhibition above about 38%;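 also: enzyme fragment complementation signal reports receptor beta-arrestin coupling in cells; 0% = agonist plus DMSO wells and 100% = wells without agonist; some results beyond the cut were filed as inactive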
Jurkat NFkB inh: inhibitors of induced NF-kB luciferase reporter, primary screen, TCR NF-kB activation inhibitor project, cell-based, luminescence, uHTS | inhibition, % at 4 µM | Jurkat, PMA/ionomycin-induced NF-kB luciferase reporter | 0.53% of 330,000 active | AID 435003, 2010
697 NFkB inh: inhibitors of PMA/ionomycin-induced NF-kB reporter, 697 cells, primary screen, B-cell NF-kB inhibitor project, cell-based, luminescence, uHTS | 697 B-cell NF-kB luciferase reporter, 16 h | inhibition, % at 4 µM | 0.33% of 330,000 active | AID 435022, 2010; in the data active = inhibition above about 35%
Apaf-1 inh: inhibitors of human Apaf-1 apoptosome, primary screen, biochemical, DEVD-Rh110 fluorescence, uHTS; reconstituted apoptosome caspase-3 activity; inhibition, % at 20 µM; 0.71% of 330,000 active; AID 489030, 2010; active = inhibition of at least 40% at 20 µM;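 also: plate controls were DMSO wells for no effect and DEVD-CHO caspase inhibitor wells for full effect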
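Assay system – apoptosome proteins · Medium – Hepes buffer, pH 7.5 · Also added – cytochrome c with DEVD-Rh110 · Timing – 30 min compound preincubation, 50 min activation, room temperature · Detection – Rh110 fluorescence, excitation 480 nm, emission 540 nm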
* marks the source's active call; other numbers are inactive results; ? = inconclusive. Rule as the data show it, unless noted: active = inhibition above about 50%; inactive = the rest. An excerpt; rates above refer to the full screens.

SMILES,UBC13 polyUb,CCR6 antag,Gli-Sufu block,SENP8 block,EBI2 antag,Jurkat NFkB inh,697 NFkB inh,Apaf-1 inh
Cc1cc(Br)cc2c(C(=O)NCC3CCCO3)cc(-c3ccccc3)nc12 (stereo not given),-40.1,17.4,-5.5,-7.5,9.4,-26.0,-39.7,11.7
COCCNC(=O)CCn1nc(-c2ccc(C)cc2)ccc1=O,4.9,6.9,-4.3,2.6,0.2,-0.7,12.7,-0.8
NC(=O)CSc1nnc(NC(=O)C2CC(=O)N(c3ccc(F)cc3)C2)s1 (stereo not given),-9.2,-7.0,0.5,-5.0,-1.0,15.1,-40.7,11.8
O=C(O)CCn1cc(/C=C/C(=O)c2ccc(Cl)cc2)c(-c2cccc(Br)c2)n1,-12.1,14.0,13.3,-17.2,2.8,17.6,4.1,22.6
COc1cc2ncnc(NCc3cccs3)c2cc1OC,-3.5,4.9,-4.5,-11.5,3.7,12.0,23.3,0.8
CCC(CC)NC(=O)c1ccc(NS(=O)(=O)c2ccc3[nH]c(=O)[nH]c3c2)cc1,-8.1,-12.3,-0.3,-5.3,-2.9,-8.2,-19.8,8.2
CCCCOCCCNC(=O)c1ccc(OC)cc1,1.8,21.9,1.2,6.2,-3.5,16.3,4.6,-21.9
CCCCN(C)CCCN1C(=O)C2C(C(=O)Nc3cccc(OC)c3)C3C=CC2(O3)C1C(=O)NC1CCCCC1C (stereo not given),-5.4,15.2,17.5,-7.3,0.7,15.4,3.3,3.3
NC(=O)c1ccc(NC(=O)COC(=O)/C=C/c2ccc3c(c2)OCO3)cc1,16.2,2.2,-18.1,12.6,3.9,-4.5,4.1,-33.0
Nc1ccnn1Cc1cccs1,-12.3,-0.9,-2.4,2.2,-1.6,31.3,-27.3,-12.7
CC(=O)Nc1ccc(NC(=O)C(C)OC(=O)c2ccccc2Sc2ccccc2C#N)cc1 (stereo not given),0.4,5.2,-3.4,-10.0,0.9,-11.0,24.9,2.0
CCn1cc(C2=NCCO2)c2ccccc21,-10.1,9.8,1.5,-4.9,-9.9,-7.5,-18.0,-0.5
CNC(=O)c1cc(S(=O)(=O)Nc2ccc3c(c2)OCO3)ccc1C,9.8,7.0,-10.0,-8.1,-15.7,4.2,8.4,-7.8
C/C=C/c1ccc(OCC(=O)OCC(=O)Nc2c(C)nn(-c3ccccc3)c2C)c(OC)c1,9.2,-5.2,-14.7,-8.9,0.1,9.1,5.2,10.8
COc1cc(C(=S)N2CCOCC2)ccc1OC(=O)c1ccc(Br)cc1,-5.8,2.4,13.1,2.1,-12.6,0.5,-5.9,3.0
COC(CNC(=O)C(=O)Nc1ccc2c(c1)N(S(=O)(=O)c1cccs1)CCC2)OC,-7.4,8.6,-2.9,-8.3,9.2,24.1,13.2,9.8
O=C(C1CCN(c2nc(-c3ccccc3)nc3c2CCC3)CC1)N1CCCC1,3.2,11.3,16.0,0.2,-3.0,-6.9,10.1,15.8
C=CCn1c(Cc2c[nH]c3ccccc23)nnc1SCC(=O)NCc1ccccc1,8.9,3.7,8.7,3.0,0.0,13.9,0.5,2.8
c1ccc(-c2nnc(SCc3nnc(-c4cccs4)o3)o2)cc1,4.7,-4.6,-19.0,-5.6,1.0,4.5,6.4,-0.8
c1ccc(C2=Nc3ccccc3OC2)cc1,-6.2,6.3,1.0,-8.6,-6.6,-7.1,-33.3,7.4
O=C(NC1CCCC1)c1cc(Cl)ccc1[N+](=O)[O-],-10.7,7.6,4.4,0.9,0.7,7.4,-26.8,14.5
CCOC(=O)CN(C(=O)CSc1nnc(CNc2ccc(C)cc2C)n1CC)c1ccccc1,1.7,5.8,-1.0,6.1,3.5,-15.1,-10.9,16.2
O=S(=O)(NCCSCc1ccc(Cl)cc1Cl)c1ccc2c(c1)OCCO2,6.9,18.2,-6.2,-2.9,2.6,2.8,-6.6,16.1
COc1ccc2c(c1)c(C(=O)O)c(C)n2CCc1ccc(OC)c(OC)c1,-5.7,-13.2,3.0,-3.6,6.0,10.0,-19.5,-1.2
O=C(CCc1nc2ccccc2c(=O)[nH]1)N1CCN(S(=O)(=O)c2cccc([N+](=O)[O-])c2)CC1,4.8,-2.9,-1.6,7.3,-2.4,14.2,-0.7,5.0
O=c1c(Cl)c(N2CCN(c3ccc(F)cc3)CC2)cnn1C12CC3CC(CC(C3)C1)C2,0.7,14.9,17.0,-0.8,3.8,-13.2,-57.4,29.0
Cn1c(=O)c2c(ncn2Cc2ccccc2)n(C)c1=O,49.8*,1.2,-15.7,5.5,-3.3,2.5,15.3,-9.3
COc1ccccc1C(=O)OCc1c(F)cccc1Cl,11.9,4.2,-2.1,-4.1,11.4,3.9,16.4,14.2
CCOc1cc(NC(=S)NCCCN2CCOCC2)c(OCC)cc1NC(=O)c1ccccc1C,-20.6,22.8,10.7,-1.3,-3.9,-21.5,-39.0,13.5
CC(=O)c1cc2c(cc1NC(=O)CSc1nc3ccccc3o1)OCO2,9.2,13.0,0.4,-11.8,-1.6,-55.8,-19.4,12.9
CC(C)(C)OC(=O)C[C@H]1C/C=C\C[C@H](CC(=O)N(CCO)Cc2ccccc2)C(=O)N2CCC[C@H]2COC1=O,7.8,2.9,-4.0,-1.2,-0.9,-0.5,7.2,-4.2
O=C(COC(=O)c1ccc(Cl)c(S(=O)(=O)N2CCOCC2)c1)NCc1ccco1,-8.4,-3.0,-8.5,8.5,1.4,-2.1,0.6,-0.4
Cc1nn(C)cc1S(=O)(=O)Nc1ncccn1,-0.4,6.9,3.1,-5.6,-2.2,-2.1,-0.5,1.2
CCOc1cccc(NC(=O)c2ccc(S(=O)(=O)N3CCCC3)cc2)c1,4.7,8.9,7.7,-8.3,24.3,-13.5,-5.8,17.9
O=C(CSc1nc2ccsc2c(=O)n1NC(=O)c1ccccc1)Nc1nccs1,-11.9,-5.5,9.4,10.0,-0.9,-51.6,-24.8,-7.0
Cc1ccc(NC(=O)CSc2nnc(/N=C/N(C)C)s2)cc1,9.6,-5.9,-12.9,-4.6,-13.8,-1.2,15.8,-6.1
CCCCn1c(N)c(N(CCOC)C(=O)c2cccc(S(=O)(=O)N(C)c3ccc(C)cc3)c2)c(=O)[nH]c1=O,-2.3,-9.9,-3.4,1.8,3.6,5.6,9.5,1.1
COc1ccc(S(=O)(=O)N2N=C(C)Oc3ccccc3C2=O)cc1,0.2,-0.2,-3.2,-3.5,-4.3,53.0*,-28.0,-0.6
COc1cc(OC)cc(C(=O)Nc2ccc3c(c2)n(C)c(=O)n3C)c1,2.4,6.0,7.5,-7.0,2.8,14.9,21.4,-14.8
CC(NC(=O)Cn1cnnn1)c1cccc(C(F)(F)F)c1 (stereo not given),-8.1,0.0,-15.0,-3.5,-0.4,8.1,-2.7,-3.2
O=C(Cn1cc(F)c(=O)[nH]c1=O)NCCO,-3.8,9.9,-18.0,4.8,-3.3,3.3,-6.5,-19.7
CCN(CC)C(=O)C1CCCN(c2ccccc2[N+](=O)[O-])C1 (stereo not given),-3.5,10.4,-24.4,7.2,-12.0,1.7,10.0,-2.0
CC(=O)Nc1ccc(S(=O)(=O)NCCC(=O)OCc2nc(N)nc(Nc3ccccc3C)n2)cc1,7.0,5.1,-4.8,10.8,-7.0,-0.7,16.1,2.1
O=C(NCC1CCCO1)C1CCN(S(=O)(=O)N2CCCC2)CC1 (stereo not given),6.1,1.9,-0.3,0.7,-0.1,-11.0,21.2,1.6
COc1ccc(CCNC(=O)c2ccc(CNc3nc(=S)[nH]c4ccccc34)cc2)cc1OC,0.5,6.9,6.7,0.5,-1.5,-7.9,-28.6,1.9
CCOC(=O)c1ccc(NC(=O)c2nc(SC)ncc2Cl)cc1,-5.4,20.6,3.0,1.2,-9.8,-41.9,-13.7,16.9
Cc1nnc(NC(=O)CSc2ccc([N+](=O)[O-])cn2)s1,-8.9,1.0,11.6,-3.1,-11.5,10.8,-4.5,-1.4
COc1ccc(C(=O)NCC(C)(C)CNC(=O)c2ccc(OC)cc2)cc1,-3.7,1.0,1.9,-10.1,-17.0,-26.2,-1.9,-19.0
COc1ccc(NC(=O)CSc2nncs2)cc1OC,-1.4,3.0,-0.9,3.1,-2.9,-1.1,6.3,12.2
CC1(C)Cc2c(sc(NC(=O)c3ccc4c(c3)OCCO4)c2C(N)=O)C(C)(C)N1,54.6*,19.3,20.2,-1.7,12.1,3.7,10.4,4.3
Cc1nc(-c2ccccc2)sc1-c1nc(-c2ccncc2)ncc1S(=O)(=O)c1ccccc1,?,15.7,-16.4,-8.5,39.1,16.5,5.4,20.2
CCC(=O)Nc1cccc(NC(=S)NC(=O)c2ccccc2Cl)c1,2.2,25.6,-2.1,13.3,-4.3,-21.9,-13.3,-2.6
CC1CCCCN1CCCNc1c(C=O)c(=O)[nH]c2ccccc12 (stereo not given),8.8,3.6,29.1,3.6,-11.8,-7.7,-7.6,9.4
CC(=O)c1cccc(OCC(O)CNCCc2ccc(Cl)cc2)c1 (stereo not given),-5.6,0.2,13.3,-4.1,-9.6,-0.2,-10.3,3.1
Cc1nonc1NC(=O)CSc1nnc(-c2ccoc2C)n1CC(C)C,9.0,-2.0,-5.7,4.5,-14.1,-1.3,7.3,1.7
O=C(C1CCC(CNS(=O)(=O)c2cccc3nsnc23)CC1)N1CC=C(c2ccccc2)CC1 (stereo not given),-5.7,-24.9,3.5,12.2,-14.6,-3.0,4.1,18.3
COc1ccc([C@H]2/C=C\CN(Cc3ccc(N(C)C)cc3)[C@@H](C)C(=O)N2Cc2ccc(F)cc2)cc1,-3.3,10.0,-11.7,-18.3,1.3,-3.4,6.7,21.0
COc1cc(NC(=O)CSc2nc(C)c(C)c(C)n2)c(C)cc1[N+](=O)[O-],-7.2,3.7,-10.4,-2.4,-6.3,5.3,-13.9,1.1
Cc1c(-n2c(SC(C)C(=O)NC(N)=O)nc3ccccc3c2=O)c(=O)n(-c2ccccc2)n1C (stereo not given),17.6,11.0,7.3,1.8,-7.5,-1.3,5.9,-0.1
CSCCC1NC(=O)N(CC(=O)Nc2c(C(C)C)cccc2C(C)C)C1=O (stereo not given),-5.7,12.7,-19.1,-6.2,0.4,-3.9,6.8,9.7
O=C(Cc1cccs1)Nc1nc2ccccc2s1,7.7,3.4,12.5,0.8,1.2,-55.4,-55.0,7.5
CC1Cc2ccccc2N1C(=O)CCn1c(=O)sc2ccccc21 (stereo not given),0.1,4.9,19.9,-31.2,0.5,-11.1,-38.5,21.6

As entered above.
Cc1nc(-c2ccccc2)sc1-c1nc(-c2ccncc2)ncc1S(=O)(=O)c1ccccc1 in 697 NFkB inh is listed with 5.4
CCC(=O)Nc1cccc(NC(=S)NC(=O)c2ccccc2Cl)c1 in Jurkat NFkB inh is listed with -21.9
COc1ccc(CCNC(=O)c2ccc(CNc3nc(=S)[nH]c4ccccc34)cc2)cc1OC in Apaf-1 inh is listed with 1.9
COc1ccc(NC(=O)CSc2nncs2)cc1OC in CCR6 antag is listed with 3.0

Quoted from the entries so far, 2 compounds:
SMILES,UBC13 polyUb,CCR6 antag,Gli-Sufu block,SENP8 block,EBI2 antag,Jurkat NFkB inh,697 NFkB inh,Apaf-1 inh
CC(C)(C)OC(=O)C[C@H]1C/C=C\C[C@H](CC(=O)N(CCO)Cc2ccccc2)C(=O)N2CCC[C@H]2COC1=O,7.8,2.9,-4.0,-1.2,-0.9,-0.5,7.2,-4.2
O=C(COC(=O)c1ccc(Cl)c(S(=O)(=O)N2CCOCC2)c1)NCc1ccco1,-8.4,-3.0,-8.5,8.5,1.4,-2.1,0.6,-0.4
